PAD4 inh – PAD4 (human) enzyme inhibition; Q9UM07; recombinant PAD4, RCA probe fluorescence polarization; inhibition, % at 6.36 µM; actives 0.41% (n = 330,000);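 active = percent inhibition above a cutoff equal to the mean of all tested compounds plus 3 SD, cut at about 15% in these data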;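 note: 0% = PAD4 with RCA probe and DMSO and 100% = probe without PAD4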
GSTO1 counter – counter-screen for RBBP9 inhibitors: inhibitors of human GSTO1. inhibition, % at 5.96 µM. AID 1974. P78417. actives 1.1% (n = 300,000). recombinant GSTO1, activity-based probe fluorescence polarization;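 active = inhibition above the campaign mean inhibition plus 3 SD, cut at about 35% in these data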;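 note: 0% = GSTO1-1 with DMSO and 100% = wells lacking GSTO1-1 enzyme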
Target sequence (P78417 whole entry, looked up): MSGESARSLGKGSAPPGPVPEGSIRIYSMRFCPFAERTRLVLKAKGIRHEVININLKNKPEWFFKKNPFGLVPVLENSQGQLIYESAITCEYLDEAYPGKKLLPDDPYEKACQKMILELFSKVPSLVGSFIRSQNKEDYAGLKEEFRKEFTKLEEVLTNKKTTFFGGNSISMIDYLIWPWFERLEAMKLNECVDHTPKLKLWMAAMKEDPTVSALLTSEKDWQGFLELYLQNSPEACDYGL
Bcl-xL primary – inhibitors of human Bcl-xL. GST-Bcl-xL / FITC-Bim BH3 peptide fluorescence polarization. inhibition, % at 10.9 µM. actives 0.7% (n = 320,000). AID 2129;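 active = inhibition above the mean of all tested compounds plus 3 SD, cutoff set per campaign, cut at about 30% in these data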;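 note: 0% = DMSO wells and 100% = unlabeled Bim-BH3 peptide competitor; inhibitors lower millipolarization by displacing the labeled peptide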
Target sequence (Q07817 whole entry, looked up): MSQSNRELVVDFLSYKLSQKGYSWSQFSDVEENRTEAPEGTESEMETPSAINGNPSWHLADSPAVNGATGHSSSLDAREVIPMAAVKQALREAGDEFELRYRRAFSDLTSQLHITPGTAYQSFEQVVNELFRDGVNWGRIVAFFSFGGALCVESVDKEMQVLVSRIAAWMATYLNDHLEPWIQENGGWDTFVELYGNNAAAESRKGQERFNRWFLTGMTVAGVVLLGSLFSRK
TPT1 inhibitor – inhibitors of Candida albicans tRNA 2'-phosphotransferase TPT1; inhibition, % at 5 µM; actives 0.81% (n = 300,000); AID 1962; recombinant caTPT1, FP RNA substrate dephosphorylation;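 active = inhibition above the mean of all tested compounds plus 3 SD, set per screening campaign, cut at about 24% in these data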;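 note: plate controls were DMSO alone for no effect and ferristatin control at 100 nM for full effect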
GLD-1 TGE inh – GLD-1-TGE RNA interaction inhibition (C. elegans); inhibition, % at 5.96 µM; Q17339; purified GLD-1 + fluorescein TGE RNA, fluorescence polarization; actives 0.44% (n = 320,000);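 active = percent inhibition above a per-plate cutoff, the plate mean of test compounds plus 3 SD, cut at about 30% in these data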;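 note: 0% = DMSO wells with GLD-1 and probe and 100% = wells lacking GLD-1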
PME-1 primary – PME-1 (human) inhibition. Q9Y570. recombinant PME-1, FP-Rh probe fluorescence polarization. inhibition, % at 5.9 µM. actives 0.53% (n = 320,000). AID 2130;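 active = inhibition above the campaign mean of all compounds plus 3 SD, cut at about 26% in these data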;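 note: competitive labeling of PME-1 active site by serine hydrolase directed probe; 0% = PME-1 with DMSO and 100% = wells lacking PME-1 enzyme; inhibitors block probe labeling so polarization falls and inhibition rises; many of its hits are not listed in these tables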
MCL1-BIM inh – inhibitors of human MCL1 binding to BIM-BH3 peptide | Q07820 | GST-MCL1 / FITC-Bim-BH3 fluorescence polarization | inhibition, % at 10.9 µM | actives 0.68% (n = 320,000);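 active = inhibition above the mean inhibition of all tested compounds plus 3 SD, set per campaign, cut at about 40% in these data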;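 note: 0% = DMSO wells and 100% = unlabeled Bim-BH3 peptide control; higher means more loss of mP so more displacement of Bim peptide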
MEX-5 binding – C. elegans MEX-5 TCR-2 RNA binding activity; Q9XUB2; MEX-5/FITC-TCR2 RNA binding, fluorescence polarization; hits give low values; activity score (negative = inhibition of binding), % at 10 µM; actives 0.38% (n = 300,000);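 active = inhibition past about -25% in most replicates, and total fluorescence under double the plate's negative control median, limit read from the data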;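 note: 0% = DMSO and -100% = 5 µM competing unlabeled TCR2 RNA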
Target sequence (Q9XUB2 whole entry, looked up): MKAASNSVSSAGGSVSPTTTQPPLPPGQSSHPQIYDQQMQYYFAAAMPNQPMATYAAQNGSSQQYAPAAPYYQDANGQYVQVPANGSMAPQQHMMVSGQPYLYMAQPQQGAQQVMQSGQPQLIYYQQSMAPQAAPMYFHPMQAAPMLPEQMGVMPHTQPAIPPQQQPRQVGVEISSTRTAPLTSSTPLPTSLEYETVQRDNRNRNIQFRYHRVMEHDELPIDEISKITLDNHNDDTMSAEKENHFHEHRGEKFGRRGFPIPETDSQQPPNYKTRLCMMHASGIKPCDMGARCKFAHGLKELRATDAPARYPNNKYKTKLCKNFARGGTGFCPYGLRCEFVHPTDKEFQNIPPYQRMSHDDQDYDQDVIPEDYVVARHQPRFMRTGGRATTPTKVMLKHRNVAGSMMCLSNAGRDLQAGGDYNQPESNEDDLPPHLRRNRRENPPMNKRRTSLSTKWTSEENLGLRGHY
Fam108B counter – blocks mouse Fam108B hydrolase in RBBP9 counter-screen; recombinant Fam108B, FP-Rh probe fluorescence polarization; AID 1947; actives 0.33% (n = 300,000); inhibition, % at 9.51 µM;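 active = inhibition above the screen mean inhibition plus 3 SD, computed separately per campaign, cut at about 18% in these data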;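 note: inhibitors lower polarization as less probe binds the enzyme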
Active calls of the source: *; x = not tested or not shown. The list is partial; count on the stated rates, not on these rows.

SMILES	PAD4 inh	GSTO1 counter	Bcl-xL primary	TPT1 inhibitor	GLD-1 TGE inh	PME-1 primary	MCL1-BIM inh	MEX-5 binding	Fam108B counter
O=S1(=O)CCN(Cc2ccccc2Cl)CC1	-2	2	4	3	-10	-11	10	-1.7	-6
Cc1ccc(C)c(OCc2nnc(NC(=O)c3ccc4c(c3)OCO4)s2)c1	-2	-4	-1	1	-6	-7	5	4.5	-4
Cc1cc(C(=O)COC(=O)CC2Sc3ccccc3NC2=O)c(C)n1-c1cccc(C(F)(F)F)c1 (stereo not drawn)	-4	-9	-2	4	11	-8	-17	3.0	-10
Cc1ccc2cc3cc(C(=O)NC4CC4)oc3nc2c1	2	1	5	-1	2	4	2	-1.4	3
Cc1cc(-c2nsc(=O)o2)c(S(C)(=O)=O)s1	-1	3	7	-2	-2	-2	6	-4.1	2
COc1ccc(S(=O)(=O)N2CCOCC2)cc1NC(=O)c1sccc1C	-1	x	1	x	-3	1	-11	x	x
CCN(CC)C(=O)c1n[nH]c(=O)c2ccccc12	1	-4	4	-4	6	-3	11	0.2	3
Cc1ccc(C(=O)N2CCNC(=O)C2CC(=O)Nc2ccccc2)cc1 (stereo not drawn)	1	-2	7	-2	4	2	5	2.7	0
Cc1ccc(C)c(NC(=O)CN(C)C(=O)c2oc3c(Cl)cccc3c2C)c1	0	7	5	-3	4	-1	5	-0.3	1
O=C(CN(C(=O)c1nsc(Cl)c1Cl)c1ccc(F)cc1)NC1CCCC1	-7	0	2	-1	-1	4	-2	-1.7	4
COc1cc([N+](=O)[O-])cc(/C=C2/SC(=S)N(Cc3ccccc3)C2=O)c1O	-106	-204	49*	0	0	-229	73*	-16	-74
CN(C(=O)c1ccco1)c1nc(CC(=O)Nc2ccccc2)cs1	-2	5	6	-2	8	-5	3	2.3	-3
Cc1cc(Cl)ccc1Oc1ncc(CN2CCN(c3ccccc3)CC2)s1	4	9	7	-6	-1	-3	7	-0.5	6
CSc1nc2ccc(NS(=O)(=O)c3ccc(Cl)s3)cc2s1	-1	-1	4	-5	4	-3	4	1.7	2
CCCOc1ccc(N2C(=O)CC(SC(=N)N3N=C(c4ccccc4)CC3c3ccccc3)C2=O)cc1 (stereo not drawn)	0	8	3	1	-2	-10	-4	3.0	-7
COc1ccc(N(C(=O)c2cnccn2)C(C(=O)NCc2ccccc2)c2ccc(O)cc2)cc1 (stereo not drawn)	-1	0	7	-1	-5	4	3	0.3	-2
COc1ccc(-c2csc(NC(=O)CSc3nc(SC)ns3)n2)cc1	-1	-11	-1	0	-3	-6	0	1.0	0
Cc1cc(NC(=O)CSc2nnc(Cc3ccccc3)o2)no1	0	13	-1	-2	4	4	1	0.3	2
O=C(Nc1ccc(Cl)c(S(=O)(=O)N2CCOCC2)c1)c1cc(=O)[nH]c2ccccc12	0	x	6	x	1	8	4	x	x
Cn1c(SCc2ccc(C#N)cc2)nnc1-c1cccc(Cl)c1	0	0	5	-1	10	5	7	0.2	0
COc1ccccc1NC(=O)C1CCN(S(=O)(=O)c2ccc3c(c2)CC(C)N3C(C)=O)CC1 (stereo not drawn)	0	4	4	1	6	2	8	-2.3	3
Cc1cccc(-n2cc(CN3CCN(Cc4nccn4C)CC3)c(-c3cccc(F)c3)n2)c1	4	4	5	-1	-3	1	5	1.4	-4
COC(=O)c1c(NC(=O)CSc2nnnn2-c2ccccc2)sc2c1CCCC2	1	-5	3	0	0	-5	4	0.7	0
C/C(=C\c1ccccc1)C(=O)n1nnc2ccccc21	3	4	2	-4	5	3	2	-0.4	-4
C=CCOc1c(Br)cc(/C=C2/NC(=S)N(C(C)=O)C2=O)cc1OC	-3	-6	6	1	2	-6	13	-4.1	-6
CCOC(=O)C1=CC[C@H]2c3c(c4ccccc4n3C)C(=O)C1N2S(=O)(=O)c1ccc(C)cc1	-3	x	6	x	4	2	3	x	x
COc1ccc(-c2nc(NC(=O)CSCCO)sc2C)cc1	0	6	2	0	-6	3	5	1.6	4
CC(NC(=O)Nc1cccc(Cl)c1)C(c1cccs1)N1CCCC1 (stereo not drawn)	-3	4	6	2	5	-6	0	0.4	-2
O=C(COC(=O)Cn1cnc2ccccc21)Nc1cc(S(=O)(=O)N2CCOCC2)ccc1Cl	-2	-8	-3	3	8	16	-1	0.4	1
CCCSc1nc2ccsc2c(=O)n1CC	3	-4	0	3	-1	1	-6	-1.6	-4
CCOc1ccc(N2CC(C(=O)N3CCN(c4ccccn4)CC3)CC2=O)cc1 (stereo not drawn)	-3	-2	-3	1	-6	3	-7	-1.7	-1
CCC1=C(OC(=O)N(CC)CC)N2C(=O)OC(=NCC(=O)OC)[C@]2(Cc2ccccc2)[C@H]2C1=CC[C@H]1C(=O)N(C)C(=O)[C@H]12	1	6	9	-8	15	-8	12	-0.4	1
c1ccc(Cn2cc(CNc3ccccc3)nn2)cc1	-6	5	7	2	0	-4	8	0.5	8
Cc1ccc(/C=C2\SC(=S)N(Cc3ccccc3)C2=O)o1	-12	-8	2	39*	-5	-3	16	x	0
Cc1ccc(S(=O)(=O)NNC2CC(=O)N(c3ccc(Br)cc3)C2=O)cc1 (stereo not drawn)	-2	2	2	2	7	2	0	-0.4	-1
O=C(COc1ccc(F)cc1Cl)N(Cc1nnc(-c2ccccc2Cl)o1)C1CC1	0	-2	1	-2	1	1	8	3.6	-2
COC(C(=O)Nc1ccnn1C1CCN(Cc2ccc(C)s2)CC1)c1ccccc1 (stereo not drawn)	-2	1	-4	-3	0	0	4	-0.6	-3
NC(=NC(=O)c1ccc(OC(F)(F)F)cc1)c1ccc(C(F)(F)F)cn1	-3	-3	2	-2	6	4	1	0.8	1
COc1ccc(S(=O)(=O)NCC(c2ccc3c(c2)OCO3)N2CCOCC2)cc1C (stereo not drawn)	1	25	4	1	1	7	8	-0.5	4
CCOc1ccc(NC(=O)c2ccc3snnc3c2)cc1	-8	-2	9	-3	-4	0	10	-0.1	2
O=C(OCc1cnc(Cl)s1)c1cccc(Cl)c1Cl	-3	4	1	-1	7	2	4	-2.5	2
O=C(Cn1c(-c2ccccc2)c[n+]2ccsc12)c1ccc([N+](=O)[O-])cc1	4	-3	1	0	-8	1	6	1.4	5
O=C(O)CNC(=O)c1ccccc1NC(=O)c1ccco1	3	6	7	-3	3	-5	6	x	0
Cc1cc(C(=O)O)c(=O)[nH]c1C	-6	6	-5	-2	-10	0	1	-2.3	-4
CNC(=O)NCC12CC3CC(CC(C3)C1)C2	1	-2	0	2	5	0	3	0.3	-4
Cc1ccc(S(=O)(=O)CCC(=O)Nc2cccc(S(=O)(=O)N3CCCCCC3)c2)cc1	-1	x	6	x	7	1	6	x	x
COc1cc(OC)cc(C(=O)NCC(=O)OC2CCOC2=O)c1 (stereo not drawn)	3	-1	2	-2	-1	-4	4	2.2	-3
CC(=O)Nc1ccc(S(=O)(=O)Nc2nc3ccccc3nc2N2CCCC2)cc1	1	-4	6	-5	4	1	13	-0.5	0
Cc1nn(C)c(C(=O)N/N=C/c2ccncc2)c1Cl	-2	-3	5	-3	4	-3	8	0.1	4
Brc1cccc(C=Nc2cccc3ncccc23)c1	-4	5	-2	3	-1	2	-9	0.6	1
COc1ccc(S(=O)(=O)n2nc(-c3ccc(Cl)cc3)cc2N)cc1	-4	-14	5	1	0	0	2	0.6	3
Cc1ccc(NC(=O)Cc2nnc(SCC(=O)NC3=NCCS3)n2C)cc1	-2	6	-3	5	5	-3	-2	0.9	0
Cc1ccc2[nH]c(=O)c(C(c3nnnn3C3CCCC3)N3CCCc4ccccc43)cc2c1 (stereo not drawn)	0	6	11	3	5	-3	12	1.3	3
O=C(/C=C/c1ccco1)NCC1(c2ccccc2)CCCC1	-3	5	2	-2	1	-1	3	-3.2	-1
CN(Cc1ccccc1)S(=O)(=O)c1ccc2[nH]cc(C(=O)NCC3CCCO3)c(=O)c2c1 (stereo not drawn)	2	-5	8	2	3	-3	6	x	-2
O=C(Cn1c(O)c(/C=C2\C=Nc3ccccc32)sc1=O)Nc1ccc2c(c1)OCO2	0	0	6	-5	4	-3	3	-7.9	-6
Oc1ccc(Cl)cc1/C=N/c1nccs1	3	6	4	-3	-9	0	8	0.8	-2
CCNS(=O)(=O)c1ccc(C(=O)Nc2ccccc2)cc1	-4	3	-1	-1	-6	8	-3	-3.6	-3
Cc1ccsc1C(=O)C1CCCN(Cc2cccn2-c2ccc(Cl)cn2)C1 (stereo not drawn)	4	5	6	0	6	1	8	3.0	-4
COc1cc(C)nc(N2CCCC(C(=O)NCC(C)C)C2)n1 (stereo not drawn)	1	6	3	1	4	-4	2	0.9	1
Following part:
SMILES	PAD4 inh	GSTO1 counter	Bcl-xL primary	TPT1 inhibitor	GLD-1 TGE inh	PME-1 primary	MCL1-BIM inh	MEX-5 binding	Fam108B counter
Cc1ccc(CS(=O)(=O)CCC(=O)NCc2ccc3c(c2)OCO3)cc1	4	-2	3	-1	0	0	1	-0.6	-1
CCC(NS(=O)(=O)c1cccs1)c1ccc(C)cc1 (stereo not drawn)	-2	x	0	x	-5	3	1	x	x
COc1ccc2cc(CN(Cc3ccco3)C(c3nnnn3C3CCCCC3)C(C)C)c(=O)[nH]c2c1 (stereo not drawn)	-1	2	10	-5	14	-2	2	-2.8	3
CC(NC(=O)c1cccs1)c1ccccc1 (stereo not drawn)	1	63*	7	1	3	0	0	0.3	-1
COc1ccc(C(=O)N2CCN(S(=O)(=O)N3CCOCC3)CC2)cc1OC	-6	-4	0	-6	-7	-2	-3	-1.0	4
Cc1cc([N+](=O)[O-])nn1CC(=O)NNC(=S)Nc1ccc([N+](=O)[O-])cc1	1	-3	2	0	6	-5	-3	-37*	2
O=C(NCCC1CCCCN1S(=O)(=O)c1ccc(F)cc1)C(=O)NCC1CCCO1 (stereo not drawn)	0	0	3	-1	2	2	-1	2.7	2
Cc1noc(C)c1COc1ccccc1C(=O)N1CCN(c2cccc(Cl)c2)CC1	-1	x	-1	x	3	6	0	x	x
O=C1CCC(C(=O)Nc2nnc(C3CC3)s2)=NN1	-3	-8	-3	-1	-1	-7	3	0.6	4
CCN1C(=O)/C(=C\c2ccc(-c3cccc(C(=O)OC)c3)o2)SC1=Nc1ccc(C(=O)O)cc1	-2	-10	6	2	-3	-1	8	-9.4	-1
CCC(C)(C)NC(=O)CCCSc1nc2ccccc2s1	2	-2	0	4	8	0	2	1.0	-4
CSCC[C@H](NC(=O)NC1CCCC1)C(=O)O	-3	-4	3	0	7	1	0	-1.5	0
CC(C)NC(NC(=O)Cc1ccccc1)C(Cl)(Cl)Cl (stereo not drawn)	-1	1	-7	-3	2	-3	-8	1.8	2
CC(=O)N1CCC(C(=O)N2CCN(S(=O)(=O)c3cccs3)CC2)CC1	0	4	4	0	4	-1	-7	3.9	-2
CC1(C)CC2(CCO1)OC(=O)CC2C(=O)Nc1ccccc1Cl (stereo not drawn)	-4	-4	2	-2	0	2	2	-0.3	0

Whole records as entered above:
`CC1(C)CC2(CCO1)OC(=O)CC2C(=O)Nc1ccccc1Cl` (stereo not drawn) in the list: PAD4 inh = -4; GSTO1 counter = -4; Bcl-xL primary = 2; TPT1 inhibitor = -2; GLD-1 TGE inh = 0; PME-1 primary = 2; MCL1-BIM inh = 2; MEX-5 binding = -0.3; Fam108B counter = 0
`CC(C)NC(NC(=O)Cc1ccccc1)C(Cl)(Cl)Cl` (stereo not drawn) in the list: PAD4 inh = -1; GSTO1 counter = 1; Bcl-xL primary = -7; TPT1 inhibitor = -3; GLD-1 TGE inh = 2; PME-1 primary = -3; MCL1-BIM inh = -8; MEX-5 binding = 1.8; Fam108B counter = 2
